TrxR1 inh: rat TrxR1 inhibition; O89049; recombinant rTrxR1, NADPH fluorescence consumption, selenite substrate; Potency, µM (highest dose often 114 µM), without a hit: at the highest dose activity change, negative = inhibition, most hits filed as inhibitors; actives 1% (n = 390,000); AID 588453; note: potency is the fitted concentration of half-maximal effect; % is set by controls: 0 for no effect and ±100 for the full control effect; nearly all actives have a fitted effect of over 65% in size
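Rat TrxR1 (90 nM in the dispensed reagent) was pre-reduced with 400 uM NADPH for 5 min at room temperature, then incubated with compound for 15 min. After 400 uM selenite was added, NADPH fluorescence (Ex 340/Em 450 nm) was followed for 8 min.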
USP1-UAF1 inh: USP1/UAF1 (human) deubiquitinase inhibition | recombinant USP1/UAF1, Ub-Rhodamine cleavage fluorescence | Potency, µM (titrated, usually from 57.1 µM), inactives show at the highest dose activity change, negative = inhibition, most hits filed as inhibitors | actives 0.23% (n = 390,000); note: potency is the fitted concentration of half-maximal effect; % is set by controls: 0 for no effect and ±100 for the full control effect; nearly all actives have a fitted effect of over 60% in size; inactives centre near -12
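Step one: compound is pinned into 1nM USP1/UAF1 in HEPES pH 7.8 buffer with TCEP. Step two: 15 min room-temperature incubation. Step three: Ub-Rho (150nM final) starts cleavage, tracked by fluorescence over six one-minute reads.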
TRHR agonist: agonists of human TRH receptor; P34981; TRHR cells, calcium flux fluo-8, FDSS agonist mode; activation, % at 2 µM; actives 0.18% (n = 360,000); AID 493084; in the data active = activation above about 30%; note: 0% is about no effect
Target sequence (P34981 whole entry, looked up): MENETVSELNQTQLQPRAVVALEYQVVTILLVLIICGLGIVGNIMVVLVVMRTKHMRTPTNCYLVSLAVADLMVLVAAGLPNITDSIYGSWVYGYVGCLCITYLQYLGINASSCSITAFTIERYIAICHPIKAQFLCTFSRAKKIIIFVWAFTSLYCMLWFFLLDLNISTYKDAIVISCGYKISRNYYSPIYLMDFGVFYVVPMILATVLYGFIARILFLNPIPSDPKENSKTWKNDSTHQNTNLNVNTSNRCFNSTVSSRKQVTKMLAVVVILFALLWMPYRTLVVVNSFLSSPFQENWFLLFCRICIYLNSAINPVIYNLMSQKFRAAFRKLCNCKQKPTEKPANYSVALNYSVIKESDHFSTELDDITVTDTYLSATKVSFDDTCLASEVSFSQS
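In this calcium-flux screen, cells bearing human TRHR are dye-loaded with fluo-8, baselined for 10 cycles, then exposed to library compounds; positive kinetic calcium responses during the agonist phase mark hits, with TRH as control.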
mIDH1 inhibitor: human IDH1 R132H inhibition | O75874 | IDH1-R132H enzyme, NADPH consumption, diaphorase/resazurin fluorescence | Potency, µM (highest dose often 76.6 µM), for inactives: top-dose activity change, negative = inhibition, actives largely listed as inhibitors | actives 0.093% (n = 390,000) | AID 602179; note: potency is the fitted concentration of half-maximal effect; % is set by controls: 0 for no effect and ±100 for the full control effect; nearly all actives have a fitted effect of over 65% in size
Target sequence (O75874 whole entry R132H, stated change not applied): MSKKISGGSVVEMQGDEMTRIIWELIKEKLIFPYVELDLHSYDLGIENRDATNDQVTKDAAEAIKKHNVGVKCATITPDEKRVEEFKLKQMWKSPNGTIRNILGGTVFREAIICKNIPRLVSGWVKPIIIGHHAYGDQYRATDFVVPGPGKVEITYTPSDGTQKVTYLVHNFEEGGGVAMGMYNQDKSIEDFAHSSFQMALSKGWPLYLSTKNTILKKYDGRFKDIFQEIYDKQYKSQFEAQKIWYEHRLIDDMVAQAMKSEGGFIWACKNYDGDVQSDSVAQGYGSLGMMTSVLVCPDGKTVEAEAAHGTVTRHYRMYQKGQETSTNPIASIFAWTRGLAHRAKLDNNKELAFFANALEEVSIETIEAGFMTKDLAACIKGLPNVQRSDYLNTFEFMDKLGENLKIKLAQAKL
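IDH1-R132H (0.5 ug/mL dispensed) in pH 7.5 Tris buffer was preincubated 30 min with compound, then given a substrate mix of 0.016 mM NADPH and 2 mM alpha-KG for 80 min at room temperature; remaining NADPH was read by diaphorase/resazurin fluorescence.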
TrxR1 substrate: substrates of rat thioredoxin reductase 1. O89049. purified TrxR1 substrate turnover, NADPH consumption readout. Potency, µM (top dose mostly 114 µM), without a hit: top-dose activity change, negative = substrate turnover. actives 0.01% (n = 390,000). AID 588456; note: potency is the fitted concentration of half-maximal effect; % is set by controls: 0 for no effect and ±100 for the full control effect; nearly all actives have a fitted effect of over 50% in size
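Rat TrxR1, dispensed at 90 nM, was prereduced with 400 uM NADPH (final) for 5 min at ~22 deg C, then incubated with compound 15 min before 400 uM selenite. A first-read NADPH fluorescence drop versus no-compound background flagged substrates.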
PI4K2A block: blocks human PI4K2A kinase activity; Q9BTU6; purified PI4K2A, ADP-Glo luminescence, 1 h; stronger effect = lower value; activity change, negative = inhibition, % at 76.9 µM; actives 0.13% (n = 420,000); AID 1346378; in the data active = activity change below about -50%; inconclusive = mostly about -30% to -49%;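 note: -100% = wells without enzyme as full effect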
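ADP-Glo luminescence measured ADP generated by PI4K2A enzyme (4 ug/mL before mixing) with 1.2 mM PI substrate (pre-mix) and 300 microM ATP (pre-mix). Tris pH7.5 buffer with MgCl2, Triton X-100; 1 h reaction at ambient temperature.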
D2 ag: activates the human D2 dopamine receptor; P14416; HEK293 T-REx D2 cells, calcium flux agonist mode; activation, % at 2 µM; actives 0.53% (n = 340,000); AID 485358;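 active = activation over 3 SD above normal in the single-dose calcium agonist read, cut at about 30% in these data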; note: 0% is about no effect
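Calcium-flux readout, 1 cycle/sec over 180 s following compound pin transfer, in inducible HEK293 Trex D2 cells (force-coupled); dopamine controls included. Positive calcium responses during this window marked compounds as potential agonists.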
TRHR enhancer: allosteric enhancers of human TRH receptor; enhancement, % at 2 µM; AID 493056; TRHR cells, fluo-8 calcium fluorescence, EC20 TRH enhancement; P34981; actives 0.66% (n = 360,000); in the data active = enhancement above about 30%; note: 0% is about no effect
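Enhancer read-out: after compound pinning and an initial kinetic agonist-mode read, an EC20 of TRH (10 nM final) was injected and fluo-8 calcium signal (Ex 480/Em 530) followed at 1 s/cycle for 100 cycles in TRHR-expressing cells.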
D2 antagonist: antagonists of human D2 dopamine receptor; P14416; HEK293 TREx D2 cells, calcium flux, dopamine EC80; inhibition, % at 10 µM; actives 2% (n = 340,000); AID 485344; in the data active = inhibition above about 30%; note: 0% is about no effect
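Dopamine at EC80 is the agonist stimulus; test compounds precede it by 180 s. Calcium flux read kinetically in a force-coupled, inducible HEK293 T-REx D2 cell line.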
* hit, by the source's call; ? = inconclusive; nt = not tested or not shown; & = joins results of further samples; [ ] = dose if it differs, or a comment. Unless noted, calls come from the whole dose curve; as a rule, active = well fitted inhibition curve with a large enough effect; inconclusive = small, poorly fitted or top-dose-only effect; inactive = no such curve, though single readings can be large or run the other way. Only part of the results is shown; rates above refer to the full screens.

SMILES	TrxR1 inh	USP1-UAF1 inh	TRHR agonist	mIDH1 inhibitor	TrxR1 substrate	PI4K2A block	D2 ag	TRHR enhancer	D2 antagonist
Cn1c(O)c(C(=O)c2ccccc2F)c(=O)n(C)c1=O	?	2.0%	0.8	-1.0%	-6.9%	-6.3	0.6	-7.2	10.5
O=C1NC(=S)NC(=O)C1=Cc1cccc2cc3ccccc3cc12	?	?	-0.2	-12.9%	-1.9%[57.1 µM]	-8.5	0.5	-8.4	9.2
CCOP(=O)(OCC)C(NS(=O)(=O)c1ccccc1)C(Cl)(Cl)Cl (stereo unspecified)	10.7%	-4.6%	-0.6	0.0%	2.2%	-6.1	0.3	4.3	-1.7
Cc1ccc(-c2nc3ccccc3c(=O)n2-c2nccs2)cc1	8.9%[57.1 µM]	-2.5%	1.8	7.9%	3.3%[57.1 µM]	3.0	0.4	-15.6	0.8
CCCNS(=O)(=O)c1ccc(OCC(=O)N2CCN(Cc3ccccc3)CC2)cc1	8.1%	-14.1%	-0.2	2.7%	-0.8%	1.5	0.3	7.0	23.5
COc1cccc(N2C(=O)NC(=O)C3(Cc4cc(C)ccc4N(C)C3)C2=O)c1 (stereo unspecified)	-22.6%	-9.8%	0.5	1.5%	8.4%[57.1 µM]	0.5	0.3	4.4	-6.4
COC(=O)C1=C(c2ccc(F)cc2OCc2ccccc2)C[C@@H]2CC[C@H]1N2C(=O)N1CCC(O)(c2ccc(Cl)cc2)CC1	14.7%[57.1 µM]	-25.1%	nt	-5.8%	-6.4%	-1.1	nt	nt	nt
CN1CC(C(=O)c2cccc(C(F)(F)F)c2)C(c2ccc(Cl)cc2)C1 (stereo unspecified)	9.8%	-17.9%	-1.1	1.3%	-4.9%	-1.4	0.2	4.0	-6.4
C=CCn1c(O)c(C(CC)=NCc2ccco2)c(=O)[nH]c1=O	-0.3%[57.1 µM]	-24.3%	0.0	3.2%	-2.0%	-0.6	0.1	3.2	-6.1
COc1ccc(CN2C(=O)NC(=O)/C(=C/c3ccc(OC)c(OC)c3OC)C2=O)cc1	?	-6.4%	-1.4	2.2%	6.1%[57.1 µM]	-10.3	-2.4	7.4	5.2
Cc1cc(=O)oc2c(C)c(OCC(=O)N3C[C@H]4C[C@@H](C3)c3cccc(=O)n3C4)ccc12	1.8%	13.1%	0.5	-10.3%	7.4%	3.8	-1.1	4.4	-16.0
OCC#CC[N+]1(CC#Cc2ccccc2)CCCC1	-2.4%	-24.9%	1.1	3.9%	5.4%	2.9	1.5	4.9	10.0
COc1ccc(CCn2c(O)c(C=NCCCO)c(=O)[nH]c2=O)cc1OC	-17.0%	-20.9%	0.1	7.9%	-2.8%	16.5	-0.7	-3.5	10.3
O=Cc1cn(Cc2ccc([N+](=O)[O-])cc2)c2ccccc12	11.9%[57.1 µM]	-23.8%	-1.2	0.4%	11.4%[57.1 µM]	-0.9	-1.3	5.4	-4.5
Cc1cc(C=C2C(=O)NC(=S)NC2=O)c(C)n1-c1ccc2c(c1)OCO2	?	-12.7%	-1.2	41.4µM*	-20.0%	-24.6	-1.9	19.1	2.3
CC(C)(C)c1o[nH]c(=O)c1CC(N)C(=O)O (stereo unspecified)	9.7%[57.1 µM]	14.4%	0.6	31.2%	5.5%[57.1 µM]	2.7&2.6	0.0	-6.7	8.7
O=C1NC(=O)C(Nc2ccccc2)C(=O)N1	-5.0%[2.29 µM]	-16.9%	nt	5.0%	-6.4%[57.1 µM]	?	nt	nt	nt
Cc1ccc(Oc2cc(NN3CCCCC3)c([N+](=O)[O-])cc2[N+](=O)[O-])c([N+](=O)[O-])c1	4.7%[57.1 µM]	11.4%	-0.3	-0.7%	3.1%[57.1 µM]	4.3	-0.9	-1.2	-3.8
O=C(N/N=C/c1c(O)n(Cc2ccccc2)c(=O)[nH]c1=O)c1ccccc1	-30.3%	-6.7%	-0.3	5.7%	-23.3%	4.1	-0.5	15.6	-2.5
COc1ccc(CCNCc2ccccc2)cc1	0.0%	-10.3%	-0.6	-9.3%	-2.6%	-2.8	-0.3	10.5	-3.5
CCC1(CCCC(=O)c2ccc(F)cc2)C(=O)NC(=S)NC1=O	-18.1%	-15.4%	-0.3	-2.4%	-13.6%	-2.5	0.4	-1.5	-4.5
C[C@H](NC(=O)CCC(=O)N1C[C@H]2C[C@H](C1)c1cccc(=O)n1C2)c1ccccc1	13.5%	-21.2%	-0.8	-13.8%	7.4%	2.4	0.3	18.8	16.9
Cc1cc(C)c(N=Cc2c(O)[nH]c(=O)[nH]c2=O)c(C)c1	-14.4%	-18.0%	-0.5	-13.9%	-10.1%	1.2	-1.6	-2.4	25.9
O=c1[nH]c(O)c(N=Nc2cccc(S(=O)(=O)N3CCOCC3)c2)c(=O)[nH]1	10.1%	-15.4%	0.0	1.5%	-3.6%	-1.5	1.2	-1.1	-33.0
COc1cccc(C2Nc3ccccc3C(=O)N2Cc2ccccc2)c1 (stereo unspecified)	30.7%	-23.1%	nt	0.0%	84.7%[activator]	2.3	nt	nt	nt
O=C1C2CCN(CC2)C1Cc1ccc(OCCOc2ccccc2)cc1 (stereo unspecified)	0.6%	-12.5%	0.1	6.3%	-1.8%	0.2	-0.6	3.8	-12.5
OCCNc1c2c(nc3ccccc13)CCCC2	0.0%	-7.1%	0.2	4.0%	-3.5%	-2.2	0.7	9.8	-21.3
C#C[C@]1(O)CCC2C3C(=O)C=C4C(Cl)=CCC[C@]4(C)C3CC[C@@]21C (stereo partly specified)	?	-11.9%	nt	-15.9%	2.5%	4.6	nt	nt	nt
COCCN1Cc2cc(=O)n3c([nH]c4ccccc43)c2C1=N	40.7%[activator][57.1 µM]	-13.9%	-0.1	4.2%	356.8%[activator][57.1 µM]	3.1	0.4	1.2	-9.2
C[C@]12CCC3C(CC[C@H]4[C@H](O)[C@H](O)CC[C@]34C)C1CCC2=O (stereo partly specified)	0.9%	-8.2%	nt	10.4%	5.2%	9.2	nt	nt	nt
C[C@H]1CC[C@@H]2[C@@H](C)[C@H]3[C@H](C[C@H]4[C@@H]5CC=C6C[C@@H](O[C@@H]7O[C@H](CO)[C@H](O)[C@H](O[C@@H]8O[C@H](CO)[C@@H](O)[C@H](O)[C@H]8O)[C@H]7O[C@@H]7O[C@@H](C)[C@H](O)[C@@H](O)[C@H]7O)CC[C@]6(C)[C@H]5CC[C@]34C)N2C1	70.8µM*	?	14.1	4.1%	0.0%	-3.8	6.3	-7.4	-28.1
Cc1ccc(C2(O)CN3CCC2CC3)cc1 (stereo unspecified)	9.3%	-14.6%	0.1	-2.4%	4.4%	-3.5	0.7	6.0	-1.0
Cc1cccc(N2CCc3c2nc2ccccc2c3N)c1	-20.6%&8.7%	?	1.3&-0.2	-1.8%&4.2%	197.2%&100.9%[activator]	4.6&-2.3	1.0&0.0	4.1&1.0	14.1&3.2
O=C1NC(=O)C(CCc2ccncc2)(c2ccccc2)C(=O)N1	-13.9%	-10.0%	0.2	0.4%	-6.2%	-3.1	0.6	1.1	-7.2
O=C(c1ccc2c(c1)ncn2C1CCCCCC1)N1CCC2(CC1)OCCO2	11.2%	-27.6%	-0.1	-3.1%	4.5%	6.0	0.5	-0.1	26.5
OC(CNCCc1c[nH]c2ccccc12)c1ccccc1 (stereo unspecified)	17.9%	-11.8%	0.6	5.5%	2.4%	3.8	12.4	4.4	54.0*
CCCCn1c(O)c(C=NC2CCCCC2N)c(=O)[nH]c1=O (stereo unspecified)	15.8%	-21.6%	2.3	1.5%	3.3%	2.2	-0.3	12.7	-21.6
CN1CCN(c2cc(N3CCCCCC3)c(F)cc2[N+](=O)[O-])CC1	0.6%	3.4%	0.0	4.2%	-10.4%	-2.9	0.2	6.2	-6.7
Cc1nc2ccccc2c(=O)n1-c1ccc(F)cc1	-0.2%	-28.1%	-0.1	-2.1%	-3.7%	-1.1	0.1	-6.7	0.0
CNP1(NC)=Nc2nn(-c3ccccc3)c(N)c2C(c2ccccc2)=N1	22.1%	-1.6%	0.1	-3.9%	3.3%	2.3	0.8	2.6	5.7
CCOc1ccc(C2(C#N)CC[N+](C)(C)CC2)cc1	18.6%	-18.8%	0.1	2.7%	4.8%	-3.5	0.2	-6.7	-9.7
Cc1cc(NC(=O)c2cccn(Cc3cccc(Cl)c3)c2=O)no1	14.1%[57.1 µM]	-20.7%	0.3	-3.7%	2.6%[57.1 µM]	-3.8	nt	4.3	nt
Cc1ccc(OP(N)(=O)Oc2ccc(C)cc2)cc1	10.2%	-24.2%	0.3	-13.5%	2.2%	3.5	nt	2.1	nt
O=c1c2ccccc2nc(-c2ccco2)n1-c1nccs1	-18.3%	?	0.1	6.6%	12.8%	-6.7	1.0	4.0	30.2*
